# TGFb SMAD3 inh = blocks TGF-b signaling. Potency, µM (doses to about 46.1 µM), for the others: at the highest dose activity, negative = inhibition, usual class: inhibitors. HepG2 CAGA-GFP TGF-b/SMAD3 reporter, GFP fluorescence, 18 h; TGF-beta stimulated, 500 pg/mL final. AID 588855. 1.2% of 410,000 active; also: potency is read from the fitted curve at half-maximal effect; % is scaled to controls: 0 for no effect and ±100 for the full control effect; nearly all actives have a fitted effect of over 65% in size
#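 First, reporter cells (HEPG2 CAGA-GFP) rested 2 h at 37 degrees C. Next, compounds were pinned in and TGF-beta added to 500 pg/mL final. After 18 h, GFP was imaged per cell and summed per well.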
# S2 tox = viability counter-screen for ATXN expression inhibitors; S2 cells (HEK-293 line with an ATXN2-luciferase reporter) viability, CellTiter-Fluor protease fluorescence, 24 h; Potency, µM (top dose mostly 56.7 µM), hits mostly cytotoxic; 0.49% of 400,000 active; also: potency is read from the fitted curve at half-maximal effect; nearly all actives have a fitted effect of over 40% in size
# HepG2 viability = counter-screen for TGF-b inhibitors: cytotoxicity in HepG2 cells; HepG2 CAGA-GFP viability, ATP luminescence, 18 h; Potency, µM (series often up to 46.1 µM), inactives show top-dose activity change, negative = cytotoxicity, most hits filed as cytotoxic; 0.76% of 410,000 active; also: potency is read from the fitted curve at half-maximal effect; some results filed as inactive show a strong effect at the top dose
#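 HepG2 CAGA-GFP cells (1000/well, DMEM with 1% FBS) received compound, then TGF-beta at 500 pg/mL final, and were incubated 18 hours at 37 degrees C. Viability was read by CellTiter-Glo luminescence. Media-only wells were set as complete cell-killing and DMSO as no toxicity.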
# Nrf2 ARE act = activators of Nrf2 (ARE) signaling; AREc32 ARE-luciferase reporter (MCF7-derived line), luminescence, 24 h; Potency, µM (top dose mostly 46.1 µM), for the others: at the highest dose activation, hits mostly activators; 0.31% of 410,000 active; also: potency is read from the fitted curve at half-maximal effect; % of control where 0% means no effect; nearly all actives have a fitted effect of over 65% in size
#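 Cells of the AREc32 ARE-luciferase line are plated in OPTI-MEM containing 5% FBS and left overnight at 37 deg C. Compounds are pinned in, incubation continues 24 hr, and firefly luciferase signal is then measured.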
# EPAC2 agonist = agonists of human EPAC2 (RAPGEF4). Q8WZA2. EPAC2 activation, biochemical qHTS; response scale: 100% = 6.5 mM cAMP response. Potency, µM (highest dose often 154 µM), for the others: top-dose activation, actives largely listed as activators. 0.079% of 360,000 active. AID 720711; also: potency is read from the fitted curve at half-maximal effect; nearly all actives have a fitted effect of over 50% in size
# Target sequence (Q8WZA2 whole entry, looked up): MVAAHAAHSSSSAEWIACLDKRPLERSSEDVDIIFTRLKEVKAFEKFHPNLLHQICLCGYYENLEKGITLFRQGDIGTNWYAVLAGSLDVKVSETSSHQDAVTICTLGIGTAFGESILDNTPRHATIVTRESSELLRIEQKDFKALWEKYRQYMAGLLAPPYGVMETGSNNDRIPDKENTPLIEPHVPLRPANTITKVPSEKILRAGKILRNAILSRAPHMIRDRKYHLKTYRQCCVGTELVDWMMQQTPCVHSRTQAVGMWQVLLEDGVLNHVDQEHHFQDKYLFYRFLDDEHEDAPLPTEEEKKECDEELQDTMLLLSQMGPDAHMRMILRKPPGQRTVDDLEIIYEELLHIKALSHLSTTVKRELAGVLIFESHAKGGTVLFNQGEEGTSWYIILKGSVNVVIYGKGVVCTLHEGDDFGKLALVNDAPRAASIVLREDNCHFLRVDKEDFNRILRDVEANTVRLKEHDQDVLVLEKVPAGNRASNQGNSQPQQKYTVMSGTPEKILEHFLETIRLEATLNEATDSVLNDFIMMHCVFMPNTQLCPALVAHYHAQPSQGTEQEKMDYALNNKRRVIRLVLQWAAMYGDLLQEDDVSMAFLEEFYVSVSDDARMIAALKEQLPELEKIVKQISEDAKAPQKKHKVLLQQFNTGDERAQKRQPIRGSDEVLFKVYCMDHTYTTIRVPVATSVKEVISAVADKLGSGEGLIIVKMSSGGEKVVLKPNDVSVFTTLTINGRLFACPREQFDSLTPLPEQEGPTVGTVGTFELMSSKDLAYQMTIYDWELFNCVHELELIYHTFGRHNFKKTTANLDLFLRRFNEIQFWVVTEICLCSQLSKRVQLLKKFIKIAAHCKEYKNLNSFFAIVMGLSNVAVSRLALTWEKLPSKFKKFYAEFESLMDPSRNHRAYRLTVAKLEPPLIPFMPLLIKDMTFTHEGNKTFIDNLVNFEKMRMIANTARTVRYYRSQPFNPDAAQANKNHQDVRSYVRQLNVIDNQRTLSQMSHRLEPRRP
#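 Fluorescence exchange assay: 100 nM EPAC2 with 250 nM RAP1B-BODIPY-GDP and 50 uM GDP; compounds tested as a concentration-titration series (qHTS). Loss of Rap1-bound BODIPY-GDP fluorescence read at 480/540 nm; data normalized to 6.5 mM cAMP.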
# A549 viability = counter-screen for Nrf2 inhibitors: cytotoxicity in A549 cells; Potency, µM (series often up to 46 µM), for the others: at the highest dose activity change, negative = cytotoxicity, hits mostly inhibitors; 0.16% of 390,000 active; A549 ARE-Fluc cells, CellTiter-Fluor viability, 18-24 h; also: potency is read from the fitted curve at half-maximal effect; % is scaled to controls: 0 for no effect and ±100 for the full control effect
#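 A549 ARE-Fluc cells in 5% FBS OPTI-MEM, 5000 cells/well, rested 2 h then exposed to compounds in concentration-response for 18-24 h at 37 °C. Viability by CellTiter-Fluor fluorescence (Ex 405/Em 525) after 30 min; luciferase luminescence (BugLite, 15 min, RT) read afterwards.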
# ATXN2 expr inh = reduces ATXN2 reporter expression in HEK-293 cells; 0.72% of 360,000 active; HEK-293 ATXN2-luciferase reporter, luminescence, 24 h; Potency, µM (series often up to 57 µM), for the others: at the highest dose activity change, negative = inhibition, hits mostly inhibitors; AID 1745845; also: potency is read from the fitted curve at half-maximal effect; % is scaled to controls: 0 for no effect and ±100 for the full control effect; nearly all actives have a fitted effect of over 55% in size
#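 ATXN2-luciferase reporter cells (luciferase flanked by upstream and downstream ATXN2 gene portions) were treated 24 h at 37 °C with compounds at up to 57 uM. SteadyGlo luminescence gave expression; GF-AFC fluorescence gave viability.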
# IL2 activator = activates IL-2 in a cell-based reporter assay | activation, % (series mostly up to about 46 µM) | 0.065% of 360,000 active | IL-2 activation reporter assay, cell-based qHTS; stimulated with anti-CD3/CD4/CD28 beads; in transgenic mouse T cells; in the data active = activation above about 50%; inconclusive = mostly about 30% to 49%; also: 0% is about no effect
#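 Unstimulated transgenic mouse T cells; 60-min compound exposure; bead-based TCR/CD4/CD28 stimulation; 18 h culture, 37 degrees C; dual fluorescence (EGFP, DsRed) plate cytometry.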
# Nrf2 inh = inhibitors of Nrf2 signaling. AID 504444. 2.1% of 360,000 active. Potency, µM (doses to about 46 µM), for the others: at the highest dose activity change, negative = inhibition, most hits filed as inhibitors. A549 ARE-Fluc reporter, luciferase luminescence, 18-24 h; also: potency is read from the fitted curve at half-maximal effect; % is scaled to controls: 0 for no effect and ±100 for the full control effect; nearly all actives have a fitted effect of over 60% in size
#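 Nrf2 function is reported as luminescence of an ARE-controlled luciferase in A549 cells. Compounds were tested at several concentrations, and a CellTiter-Fluor read on the same wells flagged cytotoxicity.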
# The depositor's hits bear a star; i = inactive; ? = inconclusive; . = not tested or not shown; & = joins results of further samples; [ ] = another dose, or the depositor's remark. Unless noted, calls follow the shape of the dose curve; as a rule, active = well fitted curve in the direction sought with a large enough effect; inconclusive = small, poorly fitted or top-dose-only effect, or another doubt; inactive = no such curve, though single readings can be large; an effect the other way counts as inactive or inconclusive.
# Below each compound – TGFb SMAD3 inh, S2 tox, HepG2 viability, Nrf2 ARE act, EPAC2 agonist, A549 viability, ATXN2 expr inh, IL2 activator, Nrf2 inh
CCc1nnc(NC(=O)c2cccc(S(=O)(=O)N(C)c3ccccc3)c2)s1
  -7%, i, -9%, -0.1%, 8%, -1%, 2%, -0.8, 7%
CCOc1ccc(C(=O)Nc2cccc(C(=O)OCc3cc(=O)n4nc(C5CC5)sc4n3)c2)cc1
  -6%, ., -5%, 0.4%, ., -10%, -21%, ., .
CC(NC(=O)c1ccccc1)C(=O)OCC(=O)c1c(N)n(C)c(=O)n(C)c1=O (stereo not drawn)
  3%, i, -5%, -0.2%, 7%, -2%, 4%, -0.1, 6%
N#Cc1cccc(NC(=O)C2CCN(c3nc(-c4ccc(Cl)cc4)no3)CC2)c1
  -24%, ., -29%, -0.1%, ., ?, ., ., .
O=C(CSc1nnc(Cc2ccccc2)o1)c1ccc(F)cc1
  -8%, i, 11%, -0.3%, 10%, 2%, 16%, 0.9, 1%
COc1ccc(C2C(C#N)=C(N)Oc3cc(C)[nH]c(=O)c32)cc1OC (stereo not drawn)
  0%, i, 3%, 0.0%, 3%, 9%, 0%, -0.9, 14%
COc1c(Cl)cccc1-c1cn2ccc(C)cc2n1
  0%, ?, -6%, 10%, 6%, -4%, -6%, 3.1, ?
COc1cc(C2C3=C(Nc4nc(N)[nH]c(=O)c42)c2ccccc2C3=O)ccc1O (stereo not drawn)
  -12%, i, -5%, 0.2%, 10%, 1%, -24%, 0.7, 8%
COc1ccc(CC(=O)NNC(=O)CSc2nnc(C)n2-c2ccccc2)cc1
  10%, i, -3%, -0.7%, 8%, 0%, -7%, 3.5, 6%
Cc1ccc2c(Cl)c(C(=O)NCc3cccnc3)sc2c1
  3%, ?, -15%, 0.1%, -6%, 3%, 25%, 2.6, ?
Cc1ccc(C(=O)OCC(=O)N2c3ccccc3NC(=O)C2(C)C)cc1S(=O)(=O)N1CCCCC1
  0%, i, 7%, 0.1%, 8%, 0%, 0%, 1.0, ?
Cc1cc(C)nc(NC(=O)/C=C/c2ccc(Cl)cc2)n1
  -1%, ?, -4%, 8.7%, 4%, 1%, 27%, 0.9, ?
N#Cc1c(NC(=O)CSc2n[nH]c(N)n2)oc(-c2ccccc2)c1-c1ccccc1
  0%, i, 0%, 1.3%, 11%, -4%, -4%, 0.8, -12%
CC1CN(c2ccc([N+](=O)[O-])cn2)CC(C)O1 (stereo not drawn)
  22%, i, -2%, 0.8%, 16%, -19%, -1%, 3.1, -6%
CCC(=O)N(C)C(c1ccccc1Cl)c1nnnn1-c1c(C)cccc1C (stereo not drawn)
  -3%, i, -11%, 0.2%, -2%, -11%, -7%, -1.0, -7%
CC1(C)SC2c3ccccc3C(=O)N2C1C(=O)O (stereo not drawn)
  1%, i, 14%, 0.5%, -1%, -2%, 3%, -2.1, 0%
COc1ccc(N2CCN(CC(O)c3c[nH]c4ccc(OC)cc34)CC2C)cc1 (stereo not drawn)
  4%, i, -13%, 8.2%, 2%, -3%, ?, 0.0, .
CCCCn1cc(S(=O)(=O)c2cc(C)ccc2C)c(=O)c2cc(F)c(F)cc21
  0%, i, -1%, -0.1%, ., -4%, 1%, ., 11%
Cc1ccccc1C(=O)Nc1ccccc1-n1cccc1
  -9%, i, -7%, 4.9%, 0%, 3%, -10%, -1.4, ?
Cc1ccc(C)c(OCC(=O)NCC(C)(C)N2CCOCC2)c1
  -7%, i, -6%, 1.5%, -1%, 6%, -7%, 1.7, ?
COc1ccc(OC)c(/C=N\NC(=O)c2ccc(=O)n(C)c2)c1
  2%, i, -1%, 1.6%, 2%, 0%, 4%, 2.5, 21%
O=C(Cc1ccccc1)c1ccc(O)cc1O
  -8%, i, 3%, 0.8%, 4%, 17%, 17%, 0.5, 2%
CC(C)CC1NC(=O)c2cccnc2-n2c1nc1cc(F)ccc1c2=O (stereo not drawn)
  0%, ?, -18%, 0.2%, 9%, ., -6%, -3.2, .
Cc1ccc(-c2noc(CCC(=O)Nc3ccccc3N3CCN(C)CC3)n2)cc1
  14%, i, -6%, 2.9%, -11%, ?, -5%, -0.5, .
CCCN(CCC)CCNC(=O)c1cc(Sc2ccc(Cl)cc2)nc2ccccc12
  2%, ., -4%, 0.5%, ., 2%, ., ., .
CCOC(=O)C1(CCCc2ccccc2)CCN(Cc2cnn(C)c2)CC1
  4%, ?, -31%, -0.4%, 5%, -4%, -32%, 0.3, ?
COc1ccc(NS(=O)(=O)c2cc(OC)ccc2OC)cc1
  27%, i, 15%, -0.3%, 7%, 2%, 2%, -1.3, -1%
CCC(C)N1C(=O)N(C)C2NC(=O)NC21 (stereo not drawn)
  -15%, i, 7%, 0.1%, 9%, 1%, 4%, -0.8, -1%
Cc1ccc(-c2cc(-c3ccccc3)c(C#N)c(N)n2)o1
  40%[activator], i, -48%, 21%, 15%, 6%, 4%, -1.7, -9%
O=C(NCc1cccs1)c1cccn2c(=O)c3sccc3nc12
  8%, ?, 5%, 2.4%, 2%, -15%, -2%, 0.9, -5%
COc1ccc(NC(=O)CC2(CC(=O)N3CCOCC3)CCCC2)cc1Cl
  6%, i, -2%, 3.8%, -1%, 2%, -6%, 0.0, -15%
COc1cc(C(=O)NCCCOC(C)C)ccc1OC1CCN(C(C)=O)CC1
  -7%, i, -41%, -0.4%, 10%, 0%, 23%, 0.6, 1%
Cc1ccc(-n2c(=O)c3c4c(sc3n(Cc3cccc(Cl)c3)c2=O)CCC4)cc1C
  ?, i, 1%, 0.7%, ., 0%, -8%, ., -4%[9.27 µM]
CCCCCc1cc(=O)oc2c(C(CCN3CCCC3)c3ccc(N(C)C)cc3)c(OC)cc(OC)c12 (stereo not drawn)
  ?, 32µM*, 13µM*, -2.9%, 2%, -17%, ?, -0.6, 4%
O=C(CN1CCN(c2ccccc2O)CC1)NC(=O)NC1CCCC1
  1%, i, -8%, 2.6%, 6%, 1%, -15%, -0.8, ?
C(=N\N(c1ccccc1)c1ccccc1)/c1ccccn1
  -9%, i, -26%, 5.8%, 20%, 2%, -31%, -0.7, -5%
O=C(Oc1ccc2ccc(=O)oc2c1)N1CCOCC1
  -18%, i, -20%, 2.4%, -3%, 6%, 3%, 0.0, 3%
COc1ccc(S(=O)(=O)N2CCCCC2)cc1
  -16%, i, 0%, 0.4%, 12%, 8%, -19%, -0.1, 11%
CCN(CC)CCCNC(=O)c1ccc(CS(=O)(=O)c2ccccc2OC)o1
  4%, i, 2%, -1.0%, 7%, 2%, -3%, -4.7, 4%
CC1Cc2ccccc2N1S(=O)(=O)c1cccc(C(=O)NCc2ccco2)c1 (stereo not drawn)
  -16%, i, -26%, 2.8%, 12%, -6%, -16%, 0.0, -28%
Cc1cccc(C(=O)NNC(=O)c2ccc(F)cc2)c1
  -1%, i, -1%, 0.0%, 10%, 0%, 5%, 1.1, 18%
Cc1cc(C)nc(SCC(=O)c2ccc(O)cc2O)n1
  3%, i, -1%, -0.8%, -1%, -4%, 4%, -2.1, 19%
CN(Cc1cccc(C(F)(F)F)c1)C(=O)C1CCC(=O)N(CC2CCCCC2)C1 (stereo not drawn)
  ?, ?, -38%, 4.9%, -1%, -1%, ., 1.4, 14%
Cc1c(C(=O)NC(=S)Nc2ccc(NC(=O)c3cccs3)cc2)oc2ccccc12
  ?, i, 3%, -0.6%, 0%, -1%, 4%, 1.3, -1%
O=C(Cn1cnc2c(nnn2Cc2ccc(Cl)cc2)c1=O)N1CCCc2ccccc21
  ?, i, -13%, -0.2%, -1%, 2%, 1%, 3.0, -10%
CCOc1ccc(NC(=O)CSc2oc(-c3cccs3)nc2S(=O)(=O)c2ccc(Cl)cc2)cc1
  -6%, i, -13%, 3.4%, ., -1%, 2%, ., -3%[9.27 µM]
CCOC(=O)c1cc(OC(=O)c2ccccc2OC)n(-c2ccccc2)n1
  -27%&-25%, i, -18%&0%, 0.0%&-0.2%, 5%, -4%&10%, 15%&-2%, 2.6, -3%
CCOC(=O)C1(CC2CC2)CCN(Cc2ccc3cccc(F)c3n2)CC1
  -20%, i, -28%, 9.5%, -1%, 0%, -16%, 0.3, 3%
COc1ccc(C(=O)Nc2sc(C)c(-c3ccccc3)c2C#N)cc1OC
  -35%, ?, -14%, 0.7%, -3%, -6%, -6%, 1.3, ?
CCOC(=O)Cc1nn(Cc2nc(-c3ccc(C#N)cc3)cs2)c(=O)c2ccccc12
  -26%, ?, -77%, 1.7%, 3%, -6%, ?, -3.9, ?
COc1ccc(NS(=O)(=O)c2cccc(NC(=O)NC3CCCCC3)c2)cc1
  -8%, i, -19%, 5.2%, 14%, -10%, -24%, -5.2, ?
C#CCOCCOCCOCCNc1nc(N2CCN(C(=O)[C@H]([C@@H](C)O)n3cc(CCCCN)nn3)CC2)nc(N2CCN(C(=O)[C@H](C)n3cc(CCC(=O)O)nn3)CC2)n1
  1%, i, -1%, -0.9%, -4%, 13%, -6%, -1.1, 6%
O=C(NCc1n[nH]c(=S)n1-c1cccc(Cl)c1)c1ccc(S(=O)(=O)N2CCCC2)cc1
  -5%, i, -14%, -0.5%, -1%, -4%, 7%, -1.3, .
COCC(=O)N1CCc2ccc(NC(=O)c3ccc(C(F)(F)F)cc3)cc2C1
  -15%, i, -23%, 6.5%, 0%, 1%, -4%[11.3 µM], -3.0, ?
CCc1ccc(C(=O)CSC2=C(C#N)C(c3ccco3)C(C(C)=O)=C(C)N2)cc1 (stereo not drawn)
  -3%, ., -44%, ., ., 0%, ., ., 0%
